# Assay outcomes from PubChem BioAssay.
# Smad3 inh: Smad3/FoxH1 peptide binding inhibitors, primary screen, biochemical, TR-FRET | TR-FRET Smad3/Dy647-FoxH1 peptide binding, europium anti-His | inhibition, % at 25 µM | 0.29% of 88,000 active | AID 630, 2007;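 active means compounds that reduce the energy-transfer binding signal between the protein and its labelled peptide by more than half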;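 further: 0% = Smad3 plus labelled peptide maximal FRET and 100% = peptide-only background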
# Target sequence (P84022 whole entry, looked up): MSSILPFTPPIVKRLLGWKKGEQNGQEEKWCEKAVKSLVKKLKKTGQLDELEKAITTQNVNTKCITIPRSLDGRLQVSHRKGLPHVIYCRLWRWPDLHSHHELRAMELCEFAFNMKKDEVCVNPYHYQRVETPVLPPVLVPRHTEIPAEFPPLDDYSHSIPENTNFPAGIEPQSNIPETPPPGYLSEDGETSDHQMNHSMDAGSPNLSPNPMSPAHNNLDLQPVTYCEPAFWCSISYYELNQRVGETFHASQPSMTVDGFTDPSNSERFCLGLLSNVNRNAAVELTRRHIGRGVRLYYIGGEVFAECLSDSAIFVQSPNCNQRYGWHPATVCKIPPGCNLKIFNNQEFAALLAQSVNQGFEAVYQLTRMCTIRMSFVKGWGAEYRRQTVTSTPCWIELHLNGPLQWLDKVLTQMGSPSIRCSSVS
# ERa SRC1 inh: ERα–SRC-1 coactivator interaction inhibitors, primary screen, biochemical, TR-FRET, ERα LBD, estradiol-bound; inhibition, % at 25.6 µM; TR-FRET ER-alpha LBD / SRC-1 peptide; AID 629, 2007; Estrogen receptor (Homo sapiens), P03372; 1.7% of 86,000 active; in the data active means inhibition above about 50%;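 further: 0% = receptor plus peptide control and 100% = peptide only without receptor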
# Target sequence (P03372 whole entry, looked up, the tested form may be a part): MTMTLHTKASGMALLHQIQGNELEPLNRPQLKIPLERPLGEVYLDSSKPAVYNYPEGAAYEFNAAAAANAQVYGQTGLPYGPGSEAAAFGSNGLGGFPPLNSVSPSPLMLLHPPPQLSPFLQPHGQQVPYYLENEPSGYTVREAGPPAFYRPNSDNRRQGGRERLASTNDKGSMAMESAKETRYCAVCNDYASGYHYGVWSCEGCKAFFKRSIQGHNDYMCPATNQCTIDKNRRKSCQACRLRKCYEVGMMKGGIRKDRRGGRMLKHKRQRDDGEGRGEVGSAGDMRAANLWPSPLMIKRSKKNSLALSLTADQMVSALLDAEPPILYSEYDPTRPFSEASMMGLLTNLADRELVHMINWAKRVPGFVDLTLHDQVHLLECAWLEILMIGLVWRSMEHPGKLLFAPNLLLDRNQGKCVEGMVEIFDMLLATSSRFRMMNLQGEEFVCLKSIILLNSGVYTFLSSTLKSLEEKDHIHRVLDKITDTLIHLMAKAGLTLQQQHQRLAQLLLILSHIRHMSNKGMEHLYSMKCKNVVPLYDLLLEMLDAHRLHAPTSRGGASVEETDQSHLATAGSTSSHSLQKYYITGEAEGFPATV
# ERa SRC1 pot: enhancers of ERα–SRC-1 coactivator binding, primary screen, biochemical, TR-FRET, ERα LBD, low estradiol; Estrogen receptor (Homo sapiens), P03372; TR-FRET ERalpha-LBD/SRC-Cy5 coactivator binding, 2 h; 100 = basal binding, no effect; coactivator binding (% of control), % at 25.6 µM; 1.3% of 86,000 active; in the data active means activity above about 200%;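 further: binding measured in presence of low estradiol as agonist stimulus; 0% = peptide alone without receptor and 100% = receptor with peptide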
# H69AR growth 86K: proliferation blockers of H69AR lung cancer cells, primary screen, cell-based, human, 86K library | H69AR lung tumor viability, ATP luminescence, 72 h; stronger effect = lower value | 6% of 85,000 active | AID 598, 2007 | viability, % at 10 µM;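 active means viability at or below 40%; inactive means viability above 40%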;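 further: multidrug resistant small cell line overexpressing MRP-1 efflux transporter; 100% = mean luminescence of untreated control wells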
# MT1-MMP txn act: MT1-MMP promoter reporter activation – cell-based, luciferase luminescence, primary screen | HT1080 MT1-MMP promoter luciferase reporter, overnight; stronger effect = higher value | activation factor at 10 µM | 0.16% of 86,000 active | AID 750, 2007;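 active means activation factor of at least 2 for MT1-MMP transcription at 10 µM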
# Fibroblast inh: antiproliferative effect on LL 47 fibroblasts – human, LL 47 cells, CellTiter-Glo luminescence, primary screen; LL 47 human lung fibroblast viability, ATP luminescence; stronger effect = lower value; AID 719, 2007; viability, % at 10 µM; 1.1% of 85,000 active;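 active means viability at or below 50% in the single dose screen; inactive means viability above 50%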;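 further: compound exposure lasted 72 h before the ATP readout; 100% = median luminescence of untreated cell-only wells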
#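 Material: Human LL 47 lung fibroblast cells | Input: 1,150 cells/well | Buffer or medium: IMEM plus 15% FBS | Compound dosing: 0.1% DMSO in all compound wells | Times: Overnight cell rest, 72 h compound treatment at 37 °C | Signal: CellTiter-Glo luminescence measuring cellular ATP | Measure: % viability versus median cells-only luminescence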
# ERb SRC1 inh: inhibitors of ERβ-SRC1 coactivator interaction, primary screen, biochemical, TR-FRET, ERβ LBD, SRC-1 peptide. TR-FRET ER-beta LBD / SRC1-Cy5 peptide binding; receptor agonist-loaded with 1 µM estradiol. AID 633, 2007. Estrogen receptor beta (Homo sapiens), Q92731. inhibition, % at 25.6 µM. 1.3% of 86,000 active;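 active means compounds whose percent inhibition of the receptor-coactivator binding signal exceeds about 50% in the single-dose screen, limit read from the data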;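 further: 0% = receptor plus peptide wells without compound and 100% = peptide-only wells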
# Mac1 fbg enh: enhancers of CD11b/CD18 adhesion to fibrinogen, primary screen, K562 cells, luminescence. ATPlite luminescence. activation, % at 10 µM. Integrin beta-2 (Homo sapiens) + Integrin alpha-M (Homo sapiens), P05107+P11215. 0.07% of 93,000 active;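 active means 10 µM primary screen giving 50% or more activity, confirmed by 40% or more on retest at that dose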; further: strong numbers were not always called active
# HUVEC inhibit: inhibitors of HUVEC proliferation, primary screen, cell-based, 384-well; CellTiter-Glo luminescence, 72 h; stronger effect = lower value; viability, % at 10 µM (by protocol); 1.1% of 86,000 active;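 active means viability at or below 30%; inactive means viability above 30%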;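 further: 100% = median luminescence of DMSO-only cell control wells on each plate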
# * = called active by the depositor; · = no result given; [ ] = remark or other dose.
SMILES,Smad3 inh,ERa SRC1 inh,ERa SRC1 pot,H69AR growth 86K,MT1-MMP txn act,Fibroblast inh,ERb SRC1 inh,Mac1 fbg enh,HUVEC inhibit
CC(=O)N=C1SC2CS(=O)(=O)CC2N1c1ccccc1Cl (centres undefined),11[fluorescence artefact?],-1,106,105,1.1,99,5,0,95
Fc1ccccc1COc1ccc(-c2nnn(Cc3ccccc3F)n2)cc1,-2,-5,103,92,·,99,-6,4,90
CCS(=O)(=O)N1CCC(C(=O)NCc2ccc(F)cc2Cl)CC1,3,-1,108,110,1.3,96,2,·,110
O=C(C1CC(c2ccccc2O)=NO1)N1CCCC1 (centres undefined),6,-1,125[fluorescence artefact?],94,1.5,112,6,2,103
Cc1nc2nc(SCC(=O)NCCN3CCOCC3)nn2c(C)c1Cc1ccccc1,8,-6,92,96,0.9,96,-1,-1,103
Cc1cc(C)nc(SCC(=O)Nc2ccc(Br)cn2)n1,-18,-3,78,98,1.3,109,0,-3,102
O=C(O)CCCCCCCCCC(=O)c1cccs1,5,3,66,86,0.9,99,-3,1,92
Cc1cc2ccccc2n1CCNC(=O)Cc1ccccc1,-2,3[fluorescence artefact?],65,92,·,104,1,4,92
COc1ccc(OC)c(NC(=O)C2CCCN(S(=O)(=O)c3cccc4nonc34)C2)c1 (centres undefined),4,-2,105,56,1.2,103,5[fluorescence artefact?],-2,97
COc1cc(S(=O)(=O)Nc2cccc(C(=O)O)c2)c(OC)cc1Cl,8,-4,93,103,1.2,104,27,-3,102
COc1ccc(C2CC(=O)C3=C(C2)Nc2ncnn2C3c2ccccc2C)c(OC)c1 (centres undefined),-1,-9,115,75,1,102,-6,-1,95
NC1=NC(c2ccc(F)cc2)n2c(nc3ccccc32)N1 (centres undefined),4,24,94,99,1.2,100,11,-2,98
O=C(Cn1c(=O)oc2cc(S(=O)(=O)N3CCCC3)ccc21)NC1CCCc2ccccc21 (centres undefined),4,89*[fluorescence artefact?],36[fluorescence artefact?],96,0.8,107,67*[fluorescence artefact?],67,96
CC(Oc1ccc(Cl)cc1Cl)C(=O)Nn1cnnc1 (centres undefined),3,0,89,94,1.2,114,-6,·,99
O=C(CCSc1nnc2scc(-c3ccccc3)n12)NCc1ccc2c(c1)OCO2,8,5,77,81,1.2,103,4,6,100
CCC(=O)Nc1ccc(C(=O)Nc2ccc3c(c2)OCO3)cc1,14,-7,103,76,1.2,106,-9,0,96
Cc1oc(-c2ccc(Cl)cc2)nc1CN1CCC(C(=O)NCc2ccco2)CC1,2,-8,129,82,1.2,94,0,-2,87
COC(=O)[C@H](Cc1ccccc1)NC(=O)N1CCN(Cc2ccccc2)CC1,-11,-6[fluorescence artefact?],126,86,1.1,101,-9,·,96
COc1ccc(C2C(C(C)=O)=C(O)C(=O)N2c2nccs2)cc1OC (centres undefined),1,-10,105,88,1.2,106,-1,4,98
COc1cc(OC)c(OC)cc1CN1CCc2ccccc2C1,3,4[fluorescence artefact?],104,83,0.9,101,2[fluorescence artefact?],0,98

# The closing three records of the part above lead into the next.
SMILES,Smad3 inh,ERa SRC1 inh,ERa SRC1 pot,H69AR growth 86K,MT1-MMP txn act,Fibroblast inh,ERb SRC1 inh,Mac1 fbg enh,HUVEC inhibit
COC(=O)[C@H](Cc1ccccc1)NC(=O)N1CCN(Cc2ccccc2)CC1,-11,-6[fluorescence artefact?],126,86,1.1,101,-9,·,96
COc1ccc(C2C(C(C)=O)=C(O)C(=O)N2c2nccs2)cc1OC (centres undefined),1,-10,105,88,1.2,106,-1,4,98
COc1cc(OC)c(OC)cc1CN1CCc2ccccc2C1,3,4[fluorescence artefact?],104,83,0.9,101,2[fluorescence artefact?],0,98
COCCNC(=O)C1c2ccccc2C(=O)N(CCOC)C1c1ccc(F)cc1 (centres undefined),5,-39,112,100,1.1,86,-20,-5,88
COc1ccc(CNC(=O)Cc2nn(C)c(=O)c3ccccc23)cc1,14,4,97,88,·,97,-2[fluorescence artefact?],·,78
O=c1cc(CSc2ccccn2)nc(N2CCN(c3ccccc3)CC2)[nH]1,-9,-6,108,91,1.2,98,-6,-1,108
COc1cc(OC)cc(C(=O)N2c3ccc(F)cc3CCC2C)c1 (centres undefined),-7,-3,116,88,0.9,95,-1,-3,114
CNC(=O)CN1C(=O)c2cccc3cccc1c23,0,-4,108,89,·,99,-16,-2,100
Cc1ccc(C)c(NC(=O)CSc2nnc(-c3ccco3)o2)c1,3,-4,101,96,1.1,102,-2,0,98
COc1cc(Br)c(CC(=O)O)cc1OC,0,-5,116,88,1.1,93,-7,1,105
CCCOc1ccc2c(=O)c(N3C(=O)c4ccccc4C3=O)c(C)oc2c1,6,-2,109,92,1.1,96,-3,·,95
COc1ccc(CN2C(=O)c3cccnc3C2Nc2ccc(OC)c(Cl)c2)cc1 (centres undefined),5,-16[fluorescence artefact?],101[fluorescence artefact?],98,1.1,101,1[fluorescence artefact?],·,99
COC(=O)C1=C(C)N(C)C(=O)NC1c1ccc(C)cc1 (centres undefined),9,-1,125,96,1,94,3,2,82
COc1ccccc1C(=O)Nc1ccccc1SC,-10,3,112,81,1.1,97,1,-1,97
CCOC(=O)N1CCC(Nc2nc3ccccc3n3nnnc23)CC1,-4,-30[fluorescence artefact?],87[fluorescence artefact?],65,1.5,91,-9[fluorescence artefact?],-7,67
COC(=O)C1C(=O)C2=C(CC1C)NC(C)=C(C(=O)OC1CCCCC1)C2c1ccc(N(C)C)cc1 (centres undefined),5[fluorescence artefact?],21[fluorescence artefact?],223*,80,1.1,82,12,·,88
CC(C)NC(=O)C1CC(=O)N(C(C)c2ccccc2)C1 (centres undefined),-2,-3,102,98,1.1,98,-13,-1,94
CC1CCN(c2ncnc3nc[nH]c23)CC1,-10,4[fluorescence artefact?],101[fluorescence artefact?],83,·,96,-1[fluorescence artefact?],-4,89
CC1(C)CC(=O)c2c(Cc3ccccc3)n[nH]c2C1,-6,1,137,89,1.1,101,0,-2,104
COc1ccc2nc(NC(=O)CN3CCOCC3)sc2c1,-3,-3,110,83,·,101,1,-1,97
Cc1cc(NC(=O)c2cccc(F)c2)no1,13,-6,94,86,1.3,103,-6,·,105
COc1ccc(/C(O)=C2/C(=O)C(=O)N(CCN3CCOCC3)C2c2ccccn2)cc1 (centres undefined),-1,-7,127,97,1.2,106,4[fluorescence artefact?],-7,103
CCOC(=O)N1CCN(C(=O)CN(c2ccc(OCC)cc2)S(C)(=O)=O)CC1,10,3,107,85,1.2,93,5,-2,95
CC(C)Nc1nc(NC(C)C)nc(C(=O)OCCO)n1,-20,4[fluorescence artefact?],113[fluorescence artefact?],96,·,112,0[fluorescence artefact?],2,100
O=C(COc1ccccc1Cl)Nc1ccc(Cl)cn1,14[fluorescence artefact?],12[fluorescence artefact?],64,85,1.5,100,8,-1,94
Cc1ccccc1OCC(O)Cn1c(=N)n(CCN2CCOCC2)c2ccccc21 (centres undefined),-7,-7,108,81,1.1,97,6,-5,96
COc1cc(CN2CCN(c3cccc(Cl)c3)CC2)cc(OC)c1OC,3,-2[fluorescence artefact?],107[fluorescence artefact?],26*,0.8,66,-11,·,59
O=c1c2ccccc2nnn1CSc1ccc2c(c1)OCCO2,-4,-20,126,99,1.4,71,-8,·,93
CC1CC(C)CN(CC(=O)N2CCCc3c2c(=O)oc2ccc(OCc4ccccc4)cc32)C1 (centres undefined),7,-1,96,90,1.1,95,-8,-4,80
Cc1nc(SCc2cccc(F)c2)[nH]c(=O)c1C#N,-5,-5,129[fluorescence artefact?],86,1.2,100,-1,-1,95
O=C(Cc1cccs1)NCCn1ccc2ccccc21,-10,-7,94[fluorescence artefact?],102,1.1,109,-11[fluorescence artefact?],-4,109
Cn1c(=O)c2c(ncn2CC(=O)Nc2ccc(Cl)cc2Cl)n(C)c1=O,-10,9,106,94,1,100,-1[fluorescence artefact?],-5,100
O=C(NCc1cccs1)C1CCN(S(=O)(=O)c2cccc3nsnc23)CC1,2,-4,127,93,1.3,99,-2,·,91
COCCn1c(SCC(=O)c2ccc3c(c2)OCCO3)nnc1-c1ccoc1C,10,36,129,81,1,103,13,-1,95
O=C(Nc1ccc(-n2cnnn2)cc1)C1CCCN1C(=O)NC1CCCCC1 (centres undefined),1,-3,134[fluorescence artefact?],111,1.1,99,-5,1,109
CCOC(=O)c1nc(C)[nH]c1C(=O)OCC,2,-10,117,97,1.1,98,-2,0,98
CCOC(=O)CSc1nc2c(c(=O)n(C)c(=O)n2C)n1CCCc1ccccc1,-3,10,97,102,1,106,-1,7,101
COCCOC(=O)C1=C(C)NC2=C(C(=O)CC(C)(C)C2)C1c1ccc2c(c1)OCO2 (centres undefined),-2,4,122,94,1,94,1[fluorescence artefact?],2,102
CC1(C)OC(=O)C(=C2CCCN2)C(=O)O1,-2,0,102,93,·,98,2,-4,103
COc1nc2c(C)cccc2cc1-c1noc(-c2ccncc2)n1,6,27[fluorescence artefact?],134,70,1.2,99,10[fluorescence artefact?],13,95
CCCCCNC(=O)Cc1ccc(OC)cc1,-3,-2,119,96,1,96,-2,-4,91
COc1ccc(C(=O)Nc2ccc(S(=O)(=O)NC(C)=O)cc2)cc1,3,-5,102,85,1.1,102,-2[fluorescence artefact?],-1,98
CC(C)(C)C(=O)Cn1c(NCCO)nc2ccccc21,9[fluorescence artefact?],-8,90,98,1.1,99,-5,·,95
COc1ccc(-c2nn(C)c(=O)c3ccccc23)cc1CNS(C)(=O)=O,5,0,108[fluorescence artefact?],89,1.3,95,4,0,104
CN(C)/C=N/c1sccc1C(N)=O,7,10,87,72,1.2,·,12[fluorescence artefact?],0,102
CCCCN(C(=O)CCC(=O)Nc1cc(C)on1)C(C(=O)NC(C)(C)C)c1cccc(OC)c1OC (centres undefined),-13,5,101,77,1.3,100,2[fluorescence artefact?],·,94
Cc1ccc(S(=O)(=O)NCCOC(=O)Nc2sc(=S)n(C)c2C)cc1,-1,0,149,99,1.5,98,-13,3,93
COC(=O)c1cc(COc2ccc3oc(C)c(C(=O)OC(C)C)c3c2)c(C)o1,0,-2,87,87,1.1,100,-1,2,85
N#CCSc1nnc(-c2cnccn2)n1Cc1ccccc1,9,8,86,98,1.2,103,21,·,95
CCC(CC)C(=O)Nc1cc(C)c2c(=O)oc3ccccc3c2n1,4,7,98[fluorescence artefact?],52,1,98,8,-3,79
CNC(=O)COC(=O)c1cc(F)c(F)cc1Cl,-11,-3,119,91,1.1,99,4,5,90
COC(=O)C1=C(C)Nc2ccc(C)cc2S1,-4,-4[fluorescence artefact?],98[fluorescence artefact?],99,1.2,95,-3,-7,92
Nn1cc(-c2ccccc2)nc1SCC(=O)N1CCN(S(=O)(=O)c2ccccc2)CC1,1,-8,105,94,1,92,-6,3,88

# This is a subset. The share of hits here may be higher or lower than overall.
